Screening data (PubChem)
LGR2 inh – inhibitors of bursicon-induced Drosophila LGR2 receptor cAMP signaling; inhibition, % at 9.99 µM; HEK293 LGR2, CRE-luciferase, bursicon-stimulated, 4 h; 0.35% of 380,000 active;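 active = drop in luminescence signal, shown as inhibition above about 50% in the replicate tests, limit read from the data, passing the limit was not always enough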;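 also: agonist challenge used bursicon conditioned medium at about half maximal strength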
Statin myotox sup – suppression of simvastatin myotoxicity; C2C12 myotubes + simvastatin, ATP luminescence, 48 h; scaled: DMSO 0, geranylgeraniol control 100; rescue of ATP level, % at 7.49 µM; 0.78% of 330,000 active; AID 602340;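 active = mean ATP rescue above about 67%, or every replicate alone reaching that limit, limit read from the data, passing the limit was not always enough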;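 also: myotubes were challenged with 10 µM simvastatin during compound exposure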
Cneo AK release – Cryptococcus neoformans lysis via adenylate kinase release. C. neoformans lysis, adenylate kinase release luminescence, 4 h; normalised: neutral wells 0, clomiphene wells 100. lysis activity, % at 15 µM. 0.2% of 360,000 active. AID 651654;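 active = mean lysis activity across replicates of at least 80%, whatever share of replicates individually reach that level; inactive = mean lysis activity below 80%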
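Material: C. neoformans cells; Schedule: 4 h static compound exposure, 37 °C, read 1 h post-reagent; Measured by: adenylate kinase release luminescence; Read-out: signal increase indicating cell lysis; Controls: Clomiphene as positive lysis control.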
PAX8 reporter – inhibitors of PAX8 transcriptional activity in RMG-I cells | RMG-I TPO-luciferase reporter, SteadyGlo, 24 h | 1.2% of 360,000 active | AID 652154 | inhibition, % at 12.6 µM;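 active = mean replicate inhibition at least 60% with every replicate also reaching 60%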;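 also: luciferase light reporting Pax8 driven TPO promoter activity; plate controls were median of neutral control wells for no effect and mitoxantrone controls for full effect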
PGC1a acetyl inh – lowers PGC1a acetylation signal in U2OS cells | AlphaScreen anti-acetyl-lysine; with virally co-expressed GCN5 acetyltransferase | inhibition, % at 15.6 µM | 0.17% of 350,000 active;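 active = every replicate shows inhibition of at least 40%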;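 also: 0% = neutral control wells and 100% = positive control wells; some results beyond the cut were filed as inactive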
GSIS activator – primary screen for activators of insulin secretion dependent on glucose, INS-1E cells, GLuc reporter luminescence. INS-1E GLuc reporter insulin secretion, 2-3 h. activation, % at 16.6 µM. 0.61% of 370,000 active. AID 743287;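 active = lowest replicate activation of at least 40%, so every replicate reaches that level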;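 also: 0% = median of neutral control wells and 100% = median of IBMX positive control wells; some compounds called inactive have numbers as strong as hits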
PglD DTNB – inhibitors of Campylobacter jejuni PglD acetyltransferase | inhibition, % at 12.5 µM | 0.098% of 360,000 active | AID 602405 | purified PglD enzyme, DTNB colorimetric CoA detection; in the data active = inhibition above about 16%, passing the limit was not always enough; also: strong numbers were not always called active
ARNT TACC3 PPI – disrupts binding between human ARNT and TACC3. Q9Y6A5. AlphaScreen His-ARNT PAS-B/GST-TACC3 binding, luminescence; TACC3 fragment carries E629A point mutation. inhibition, % at 9.99 µM. 0.66% of 390,000 active;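 active = mean inhibition of replicates at least 50% and at least half of replicates each reaching 50%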;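 also: 0% = complete ARNT plus TACC3 wells and 100% = ARNT alone without TACC3; many hits fall short of the cut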
Numbers without * were called inactive; nt = no result given.

molecule	LGR2 inh	Statin myotox sup	Cneo AK release	PAX8 reporter	PGC1a acetyl inh	GSIS activator	PglD DTNB	ARNT TACC3 PPI
CCCCCC(=O)N1C[C@@H](O)[C@H](n2cc(C3CC3)nn2)C[C@@H]1c1ccc(Cl)cc1	10	5	0	15	-6	-38	-2	nt
O=C(CN1CCCc2ccccc21)NCc1ccccc1Cl	6	nt	nt	20	nt	20	nt	-6
C/C(=N\NC(=O)CNC(=O)c1ccccc1Br)c1ccco1	3	5	1	-8	-2	-7	-2	-5
CO[C@H]1CN(C)C(=O)c2cc(NC(=O)c3ccccc3)ccc2OC[C@H](C)N(C(=O)CN(C)C)C[C@H]1C	3	4	1	nt	-25	11	1	4
CO[C@H](C(=O)N(C)C[C@@H]1OCc2ccccc2-c2ccccc2C(=O)N([C@@H](C)CO)C[C@@H]1C)c1ccccc1	2	nt	-2	14	-1	27	0	-8
COc1ccc(C(=O)CC2(C(=O)O)CCCCC2)cc1	nt	-3	-4	-20	10	nt	0	-7
O=C(Nc1ccc(C(F)(F)F)cc1)C1CCCN1S(=O)(=O)c1cccc2cccnc12 (stereo not drawn)	nt	-4	2	nt	nt	nt	6	-8
COc1ccc(/C=N/N2CCOCC2)cc1OCc1ccccc1	nt	0	5	-101	-5	13	5	9
O=C(Nc1ccccc1)N1CC(=O)N2[C@H](CO)[C@@H](c3ccc(C#Cc4cccnc4)cc3)[C@H]2C1	4	nt	nt	-51	7	-19	nt	nt
COCc1cc(C)nc(OCC(=O)N/N=C/c2ccc(C)o2)c1C#N	8	nt	nt	-10	nt	-11	nt	-3
COc1ccccc1S(=O)(=O)N[C@@H]1CC[C@H](CCNC(=O)C2CC2)O[C@@H]1CO	5	4	-2	-5	3	-4	1	-17
COc1ccc(Nc2nc(-c3ccccc3)cs2)cc1	nt	-59	-5	nt	4	nt	2	-3
CC(=O)c1cccc(NC(=O)c2onc(C)c2Cl)c1	-2	2	-2	-10	-24	3	3	-9
CC(C)(C)c1ccc(C(=O)NC(=S)NNC(=O)c2cccs2)cc1	-34	nt	-3	-95	11	-27	1	27
CCC(C)NC(=O)CCc1nnc2ccc(N3CCC(C)CC3)nn12 (stereo not drawn)	4	1	0	21	-3	-3	4	-4

Remaining list, next part
molecule	LGR2 inh	Statin myotox sup	Cneo AK release	PAX8 reporter	PGC1a acetyl inh	GSIS activator	PglD DTNB	ARNT TACC3 PPI
O=C(Nc1ccncc1)c1cc(S(=O)(=O)N2CCCCC2)ccc1Cl	6	17	-1	-16	nt	-7	2	-4
C[C@@H]1CN([C@@H](C)CO)C(=O)c2cc(NC(=O)Cc3ccccc3)ccc2O[C@@H](C)CCCCO[C@H]1CN(C)S(=O)(=O)c1ccc(Cl)cc1	31	nt	-1	-9	-2	-1	1	5
O=C(NCCCn1ccnc1)c1cc(-c2cccc(O)c2)on1	-39	-1	nt	-4	4	-2	nt	16
CCCS(=O)(=O)c1c(S(=O)(=O)CCC)c2ccc(C(N)=O)cn2c1C(=O)c1ccc(F)cc1	-3	-5	2	9	7	5	-8	nt
O=C(C1Cc2ccccc2CN1S(=O)(=O)c1ccc(F)cc1)N1CCCCCC1 (stereo not drawn)	nt	-1	0	4	-27	nt	1	-1
C[C@@H]1CCCCO[C@H](CN(C)S(=O)(=O)c2cn(C)cn2)[C@H](C)CN([C@@H](C)CO)C(=O)c2cc(NS(=O)(=O)c3ccccc3)ccc2O1	-14	nt	-5	14	-13	0	0	-4
Cc1ccc(S(=O)(=O)N[C@H]2CC[C@@H](CCn3cc(-c4cccc(F)c4)nn3)O[C@H]2CO)cc1	1	7	3	25	9	-18	2	-1
CC1(C)CC(=O)C(C(=O)Cc2ccccc2[N+](=O)[O-])C(=O)C1	14	nt	-2	4	nt	23	-8	7
O=C(N/N=C/c1ccc([N+](=O)[O-])o1)c1cn2ccc3ccccc3c2n1	13	nt	nt	-12	4	-14	nt	-7
CC(=O)NC(CC(=O)Nc1ccc(S(=O)(=O)N2CCCC2)cc1)c1ccccc1 (stereo not drawn)	nt	4	3	19	2	nt	-1	-1
O=C(C[C@H]1CC[C@@H](NS(=O)(=O)c2ccc(F)cc2)[C@H](CO)O1)N1CCC(Cc2ccccc2)CC1	-3	11	7	28	-7	-36	-1	16
Nc1nc(CSc2nc3ccccc3s2)nc(N2CCCCC2)n1	nt	8	0	nt	14	nt	-1	-11
O=C1CC2(CCCC2)C(=O)N1c1ccc(S(=O)(=O)NCC2CC2)cc1Cl	-2	1	0	4	nt	-19	-1	2
CN(Cc1ccccc1)c1ncnc2ccc(Br)cc12	nt	-55	-5	nt	-15	nt	-1	-2
CCOc1ccc(S(=O)(=O)N2CCCC(C(=O)NCCN3CCOCC3)C2)cc1Cl (stereo not drawn)	17	-1	17	5	-5	2	-5	17

Random excerpt: 4 records from the list
molecule	LGR2 inh	Statin myotox sup	Cneo AK release	PAX8 reporter	PGC1a acetyl inh	GSIS activator	PglD DTNB	ARNT TACC3 PPI
C[C@@H]1CN([C@@H](C)CO)C(=O)c2cc(NC(=O)Cc3ccccc3)ccc2O[C@@H](C)CCCCO[C@H]1CN(C)S(=O)(=O)c1ccc(Cl)cc1	31	nt	-1	-9	-2	-1	1	5
CN(Cc1ccccc1)c1ncnc2ccc(Br)cc12	nt	-55	-5	nt	-15	nt	-1	-2
Nc1nc(CSc2nc3ccccc3s2)nc(N2CCCCC2)n1	nt	8	0	nt	14	nt	-1	-11
C[C@@H]1CCCCO[C@H](CN(C)S(=O)(=O)c2cn(C)cn2)[C@H](C)CN([C@@H](C)CO)C(=O)c2cc(NS(=O)(=O)c3ccccc3)ccc2O1	-14	nt	-5	14	-13	0	0	-4

The list goes on.
molecule	LGR2 inh	Statin myotox sup	Cneo AK release	PAX8 reporter	PGC1a acetyl inh	GSIS activator	PglD DTNB	ARNT TACC3 PPI
Cc1ccc(S(=O)(=O)N(CC(=O)Nc2ccccc2-c2ccccc2)c2ccc(C)cc2C)cc1	-4	3	1	-21	3	-38	0	38
Cc1ccc(C)c(C(=O)CCC(=O)OCn2nnc3ccccc3c2=O)c1	nt	5	-1	-3	12	nt	-4	nt
COc1ccccc1NC(=O)Cc1noc(CSc2n[nH]c(N)n2)n1	11	nt	nt	18	-3	10	nt	-13
NC(=O)CC(NC(=O)c1ccc(Br)cc1)c1ccc(NC2CCCCCCC2)c([N+](=O)[O-])c1 (stereo not drawn)	-1	6	1	-6	-8	-4	-5	0
COc1ccc2c(c1)nc(N)n2Cc1ccccc1	nt	nt	1	nt	14	nt	3	0
C[C@@H]1CCCCO[C@H](CN(C)Cc2ccc3c(c2)OCO3)[C@H](C)CN([C@@H](C)CO)C(=O)c2cc(NS(C)(=O)=O)ccc2O1	-31	-10	nt	-6	0	-9	nt	nt
CC(=O)c1ccc(CCCc2ccc(C(C)=O)cc2)cc1	-56	29	-8	nt	-10	-14	-3	-6
O=C(CO/N=C/c1ccccc1O)N1CCc2ccccc21	6	nt	1	-14	nt	-15	5	-4
O=C(OCc1ccccc1F)c1cc2ccccc2cc1O	-5	-8	-9	36	-2	14	-1	-12
O=C1C(=NO)CCc2ccccc21	7	-87	0	-11	7	-8	3	33
CC1CC(C)CN(C(=O)COC(=O)c2ccc3ccccc3n2)C1 (stereo not drawn)	-7	-1	0	19	2	0	2	-1
O=C(O)Cc1coc2ccc3ccccc3c12	0	13	nt	3	8	14	nt	0
O=C(NCC[C@@H]1CC[C@H](NC(=O)c2cnccn2)[C@@H](CO)O1)Nc1ccc(F)cc1	15	-7	-1	6	7	-12	-3	-7
CC1(C(=O)NCc2ccc3c(c2)OCO3)CCN1C(=O)Cc1ccc(Cl)cc1Cl (stereo not drawn)	-14	13	-1	8	-9	-54	1	nt
Cc1cc(C)n(CCC(=O)N/N=C/c2ccc(Br)c([N+](=O)[O-])c2)n1	9	-7	1	25	nt	6	0	1

Next part
molecule	LGR2 inh	Statin myotox sup	Cneo AK release	PAX8 reporter	PGC1a acetyl inh	GSIS activator	PglD DTNB	ARNT TACC3 PPI
COc1cc(CN2CCN(Cc3ccc(SC)cc3)CC2)cc(OC)c1O	-8	nt	nt	13	34	0	nt	3
CC(C)Oc1ccc(C(=O)NCCCNC(=O)c2cccnc2)cc1	23	3	2	-6	-39	19	0	-10
O=C(C1CCOCC1)N1C[C@H]2[C@@H](c3ccccc31)[C@@H](CO)N2C(=O)Nc1cccc(F)c1	-5	-10	0	0	-13	-7	-1	3
CCCN1CCC(=O)N([C@H](CO)Cc2ccccc2)CC1	-2	6	1	-3	4	4	-6	1
CC(Oc1ccccc1)c1ccnc(N)n1 (stereo not drawn)	nt	0	3	-8	-8	3	-3	-5
C=CCn1c(SCC(=O)Nc2ccc(F)cc2)nc2ccccc2c1=O	4	-4	-2	3	-22	-7	1	-4
CCC(=O)Nc1ccc2c(c1)OC[C@H](C)N(C(=O)c1cnccn1)C[C@@H](C)[C@@H](OC)CN(C)C2=O	-4	8	-8	-5	-3	7	0	-5
Cc1ccc(S(=O)(=O)Nc2ccc3c(c2)CC(=O)N([C@H](C)CO)C[C@@H](C)[C@@H](CN(C)S(=O)(=O)c2c(C)noc2C)O3)cc1	14	2	-3	-42	-2	-8	-1	-10
Cc1ccc(S(=O)(=O)N(C)C[C@H]2Oc3c(NS(=O)(=O)c4ccc(Cl)cc4)cccc3C(=O)N([C@@H](C)CO)C[C@H]2C)cc1	-20	-11	0	5	-8	-23	-2	nt
CC(=O)N1CCN(S(=O)(=O)c2ccc(C)cc2)C1C (stereo not drawn)	-3	-1	1	3	nt	13	10	-7
Cc1noc(C)c1NC(=O)Nc1ccc2c(c1)CC(=O)N([C@@H](C)CO)C[C@@H](C)[C@H](CN(C)Cc1ccncc1)O2	6	-11	0	6	4	9	-9	-7
COc1ccc(-c2noc(N3CCC(C(=O)Nc4cc(OC)ccc4OC)CC3)n2)cc1	9	8	0	6	-25	-40	-6	-2
O=C(c1cc(-c2cccc(O)c2)on1)N1CCc2ccccc2C1	-36	9	0	-42	nt	-11	6	4
O=C(NC(=S)N1CCN(c2ccc([N+](=O)[O-])cc2)CC1)c1ccccc1	5	nt	nt	7	-3	-2	nt	10
CCOC(=O)c1cnc2c(-c3ccc(Cl)cc3)c(C)nn2c1N	nt	87*	0	nt	4	nt	4	-4
C/C(CCC1CC(C)(C)OC1=O)=N\NC(N)=S (stereo not drawn)	5	2	nt	-14	-1	16	nt	4
NNC(=O)CN1C(c2ccc(Br)cc2)=Nc2ccc(Br)cc2C1c1ccccc1 (stereo not drawn)	-1	nt	0	10	nt	-24	-5	1
O=C(C[C@H]1C[C@H]2c3cc(NS(=O)(=O)c4ccc(F)cc4)ccc3O[C@H]2[C@@H](CO)O1)N1CCc2ccccc2C1	-11	11	0	2	-4	-19	-4	9
